A549 tox: kills or reduces viability of A549 cells in Nrf2 counter-screen; Potency, µM (highest dose often 46 µM), for inactives: at the highest dose activity change, negative = cytotoxicity, usual class: inhibitors; A549 ARE-Fluc cells, CellTiter-Fluor viability, 18-24 h; AID 504648; hit rate 0.16% among 390,000; also: potency is read from the fitted curve at half-maximal effect; % is scaled to controls: 0 for no effect and ±100 for the full control effect
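A549 ARE_Fluc cells in 5% FBS OPTI-MEM were exposed to compounds in concentration-response for 18-24 h at 37 deg C. Viability was read by CellTiter-Fluor fluorescence (Ex 405/Em 525) after 30 min, before the luciferase read.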
Akt phos inh: inhibitors of Akt phosphorylation; hit rate 0.32% among 360,000; Neuro2A IGF-stimulated pAkt S473 HTRF, 20 min; active compounds read low; activity change, % for hits at 50 µM; in the data active = activity change below about -80%; inconclusive = mostly about -51% to -80%; also: % is scaled to controls: 0 for no effect and ±100 for the full control effect
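Single-point screen (50 µM final compound) in Neuro2A cells stimulated 20 min with 6 nM IGF at 37 deg C. After lysis, Ser473-phosphorylated Akt read by HTRF (ex 330 nm, em 615/665 nm) as the 665/615 ratio.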
Nrf2 ARE act: activators of Nrf2 (ARE) signaling | AREc32 ARE-luciferase reporter (MCF7-derived line), luminescence, 24 h | Potency, µM (highest dose often 46.1 µM), inactives show at the highest dose activation, usual class: activators | hit rate 0.31% among 410,000; also: potency is read from the fitted curve at half-maximal effect; % of control where 0% means no effect; nearly all actives have a fitted effect of over 65% in size
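AREc32 cells carrying an ARE-driven firefly luciferase, 1000 cells/well in OPTI-MEM with 5% FBS, dosed after overnight attachment and incubated 24 hr at 37 deg C. Steady-Glo luminescence read after 30 min at RT.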
CCT chaperon mod: modulators of cytosolic chaperonin (CCT/TRiC) activity | purified chaperonin ATPase assay, HTRF ADP detection, 30 min | activity change, % (no concentration beside the values), hits read low | hit rate 0.3% among 360,000; in the data active = activity change below about -30%; also: % is scaled to controls: 0 for no effect and ±100 for the full control effect
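Enzyme 40 or 20 nM (batch-dependent) in Tris pH 7.4/KCl/MgCl2/DTT; cpd 76 uM single point; ATP 10 uM; 30 min 37 °C; Transcreener ADP HTRF detection, 30 min RT; ratio 665/615.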
S2 tox: cell viability loss in ATXN counter-screen | S2 cells (HEK-293 line with an ATXN2-luciferase reporter) viability, CellTiter-Fluor protease fluorescence, 24 h | hit rate 0.49% among 400,000 | Potency, µM (highest dose often 56.7 µM), hits mostly cytotoxic | AID 651635; also: potency is read from the fitted curve at half-maximal effect; nearly all actives have a fitted effect of over 40% in size
MmCpn inh: M. maripaludis TRiC chaperonin inhibition; hit rate 0.031% among 330,000; AID 504842; Potency, µM (top dose mostly 76.9 µM), for the others: at the highest dose activity, negative = inhibition, usual class: inhibitors; purified Mm-Cpn ATPase, ADP Transcreener TR-FRET; also: potency is read from the fitted curve at half-maximal effect; % is scaled to controls: 0 for no effect and ±100 for the full control effect; nearly all actives have a fitted effect of over 80% in size
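Measured: ADP formation by purified Mm-CPN. Conditions: 25 nM protein, 10 uM ATP, Tris pH 7.4 with Mg2+, K+ and DTT, 37°C for 30 min. Detection: Transcreener HTRF after 30 min at room temperature.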
HepG2 viability: kills HepG2 cells in TGF-b inhibitor counter-screen; HepG2 CAGA-GFP viability, ATP luminescence, 18 h; AID 588856; Potency, µM (highest dose often 46.1 µM), inactives show at the highest dose activity change, negative = cytotoxicity, hits mostly cytotoxic; hit rate 0.76% among 410,000; also: potency is read from the fitted curve at half-maximal effect; some results filed as inactive show a strong effect at the top dose
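HepG2 CAGA-GFP cells (1000/well, DMEM with 1% FBS) received compound, then TGF-beta at 500 pg/mL final, and were incubated 18 hours at 37 degrees C. Viability was read by CellTiter-Glo luminescence. Media-only wells were set as complete cell-killing and DMSO as no toxicity.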
Nrf2 inh: inhibitors of Nrf2 signaling; A549 ARE-Fluc reporter, luciferase luminescence, 18-24 h; Potency, µM (doses to about 46 µM), for the others: top-dose activity change, negative = inhibition, most hits filed as inhibitors; hit rate 2.1% among 360,000; AID 504444; also: potency is read from the fitted curve at half-maximal effect; % is scaled to controls: 0 for no effect and ±100 for the full control effect; nearly all actives have a fitted effect of over 60% in size
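In this cell-based qHTS, ARE-driven firefly luciferase in A549 cells reports Nrf2 activity; the luminescent signal after BugLite lysis is the measured value, with a prior CellTiter-Fluor read for cell health.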
TGFb inhibitor: inhibitors of TGF-b signaling. HepG2 CAGA-GFP TGF-b/SMAD3 reporter, GFP fluorescence, 18 h; TGF-beta stimulated, 500 pg/mL final. Potency, µM (series often up to 46.1 µM), for inactives: top-dose activity, negative = inhibition, hits mostly inhibitors. hit rate 1.2% among 410,000; also: potency is read from the fitted curve at half-maximal effect; % is scaled to controls: 0 for no effect and ±100 for the full control effect; nearly all actives have a fitted effect of over 65% in size
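HEPG2 CAGA-GFP reporter cells (1000/well, DMEM with 1% FBS) received compounds, then recombinant TGF-beta at 500 pg/mL final for 18 hours at 37 degrees C. Per-cell GFP summed per well was normalised to unstimulated and stimulated DMSO controls before curve fitting.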
* hit, by the source's call; i = inactive; ? = inconclusive; · = no result given; & = joins results of further samples. Unless noted, calls follow the shape of the dose curve; as a rule, active = well fitted curve in the direction sought with a large enough effect; inconclusive = small, poorly fitted or top-dose-only effect, or another doubt; inactive = no such curve, though single readings can be large; an effect the other way counts as inactive or inconclusive. Rows were taken by chance. Share with any hit: about 4.4%.

SMILES	A549 tox	Akt phos inh	Nrf2 ARE act	CCT chaperon mod	S2 tox	MmCpn inh	HepG2 viability	Nrf2 inh	TGFb inhibitor
Cc1cc(Cl)ccc1NC(=O)CN1C(=O)COc2ccc(S(=O)(=O)N3CCC(C)CC3)cc21	4.0%	·	-0.4%	·	·	·	-1.8%	-12.2%	0.0%
CC1CCCCC1NC(=O)CSc1ccc([N+](=O)[O-])cc1 (stereo unspecified)	0.3%	i	0.0%	0.3	i	2.2%	-3.3%	-16.3%	-11.8%
Clc1ccc(CNc2ccc(CNc3ncn[nH]3)cc2)c(Cl)c1	2.1%	i	2.4%	1.7	?	2.4%	-11.0%	-1.5%	-3.4%
O=C(c1ccccc1)c1ccccc1N1C(=O)C=CC1=O	-4.9%	i	16.0%	-0.1	·	-1.0%	-22.1%	-21.8%	?
CCOC(=O)NC(NC(=O)OCC)C(=O)c1ccc(F)cc1	8.1%	·	0.3%	-4.4	i	2.4%	-14.0%	·	-6.0%
Cc1cc(C)cc(NC(=O)Cn2nnc(C(=O)NCCc3ccccc3)c2N)c1	0.7%&-3.4%	i	0.1%&-1.3%	1.4	i	2.7%	9.7%&-24.4%	-2.8%&7.5%	18.5%&-1.6%
CC(=O)c1ccc(S(=O)(=O)N2CCN(C(=O)c3ccc(COc4ccccc4)o3)CC2)cc1	-7.5%	i	1.9%	1.0	i	-0.7%	0.0%	?	?
O=C(CCC1N=C2c3ccccc3N=C(SCC(=O)Nc3ccccc3F)N2C1=O)NCc1ccco1 (stereo unspecified)	-0.8%	·	3.3%	·	i	·	8.5%	5.3%	1.3%
COc1ccc2[nH]c(C)c(C(=O)CN(C)CC3OCCO3)c2c1	-9.0%	i	3.7%	1.9	?	0.2%	7.3%	-1.4%	?
CCN1CCN(CCNC(=O)c2ccc(/C=C3/Sc4ccccc4N(Cc4cccc(Cl)c4)C3=O)cc2)CC1	?	i	-1.6%	0.8	28.2µM*	1.3%	22.4µM*	?	?
Cc1cc(C)c2[nH]c(=O)c(CN(Cc3ccco3)C(=O)C3CCCO3)cc2c1 (stereo unspecified)	-2.3%	i	2.3%	-5.2	i	0.2%	8.2%	3.3%	0.2%
CCOc1cc(NS(=O)(=O)c2ccc(OC)cc2)c(OCC)cc1NC(C)=O	0.5%	i	-0.6%	-4.1	i	0.7%	-31.0%	-0.6%	-20.4%
CCSc1sccc1C1C(C#N)=C(N)N(c2cccnc2)C2=C1C(=O)CC(C)(C)C2 (stereo unspecified)	-2.7%	i	2.8%	-1.6	?	-0.3%	-0.1%	-0.3%	-3.0%
Nc1nc(CSc2ccccn2)nc(Nc2ccccc2)n1	1.5%	i	2.6%	-1.8	i	0.0%	-1.8%	?	0.5%
COCCNC(=O)CN1C(=O)c2cccc3cccc1c23	6.4%	i	-0.4%	1.3	i	1.0%	-2.7%	0.4%	8.7%
Cc1cc(C)c(NC(=O)Cn2c(=O)n(CCCCC(=O)NCc3ccccc3Cl)c(=O)c3ccccc32)c(C)c1	1.5%	·	-0.4%	·	i	·	2.4%	-10.0%	-2.9%
CCOc1cc(C2C3=C(CCCC3=O)OC3=C2C(=O)CCC3)cc([N+](=O)[O-])c1O	-1.9%	i	0.3%	-5.5	i	0.8%	-18.9%	?	-4.7%
CC1CCN(S(=O)(=O)c2ccc(NC(=O)CSc3nnnn3C)cc2)CC1	·	i	0.3%	-0.5	i	2.7%	-9.2%	12.4%	23.6%
O=C(O)C1CCCN1C(=O)Nc1ccc(Cl)cc1 (stereo unspecified)	-1.4%	i	-0.4%	-2.4	i	-10.8%	-1.4%	4.0%	-2.6%
CC(=O)N(CC(=O)Nc1nn(-c2ccccc2)nc1C(N)=O)Cc1ccccc1	·	i	0.1%	-3.5	·	-4.7%	1.2%	9.2%	-5.2%
CS(=O)(=O)N1CCN(c2ncccn2)CC1	-1.3%	i	-0.6%	-1.9	i	2.2%	3.7%	7.8%	8.5%
Cc1nc2ccccc2c2oc(C(=O)N3CCN(c4ccc([N+](=O)[O-])cc4)CC3)cc12	-6.1%	i	-0.1%	1.4	i	0.6%	4.9%	-7.9%	0.2%
CC1(O)c2ccccc2C(=O)N1Cc1ccccc1 (stereo unspecified)	-7.6%	i	0.5%	-0.3	i	-0.9%	-15.1%	-20.3%	13.5%
O=C(CN(C(=O)CNS(=O)(=O)c1ccccc1)c1ccc(F)cc1)NCc1ccco1	2.6%	i	-0.2%	-4.5	i	2.1%	0.1%	-10.1%	5.3%
c1cnc(-c2noc(CN3CCN(C4CCCC4)CC3)n2)cn1	-2.1%	i	0.1%	-0.9	i	2.0%	1.5%	1.6%	6.8%
(further entries)
SMILES	A549 tox	Akt phos inh	Nrf2 ARE act	CCT chaperon mod	S2 tox	MmCpn inh	HepG2 viability	Nrf2 inh	TGFb inhibitor
CC(=O)Nc1ccc(S(=O)(=O)Nc2cccc3cccnc23)cc1	-2.4%&0.0%	i	0.8%	-1.1	·	4.3%	-28.5%	?	-0.4%
CC1CCN(C(=O)CSc2ccc(-c3ccc4c(c3)OCCO4)nn2)CC1	0.4%	i	-0.5%	-1.3	?	-2.5%	0.6%	2.5%	-1.0%
COCCOC(=O)C1=C(C)NC(=S)NC1c1cccs1 (stereo unspecified)	1.6%	i	-1.1%	-5.3	?	0.9%	-4.5%	-14.5%	-14.5%
COc1ccc(/C=C2/SC(c3ccc(C)cc3)=NC2=O)cc1OC	-0.8%	i	15.0%	-1.4	i	-5.4%	-2.9%	?	-21.3%
CC(C)Oc1ccc(CNC(=O)c2ccc(CN3CC(=O)N4CCCCC4C3=O)cc2)cc1 (stereo unspecified)	-0.8%	·	-0.4%	·	i	·	0.8%	25.3%	6.1%
CCCC(C)c1oc(=O)cc(O)c1C (stereo unspecified)	-9.7%	i	-0.6%	0.0	i	1.3%	3.8%	8.7%	0.4%
Cc1onc(-c2ccccc2Cl)c1C(=O)NCCN1CCOCC1	-11.7%	i	0.1%	-2.3	i	-13.5%	17.9%	·	23.3%
CCOC(=O)c1sc(N2C(=O)C(O)=C(C(=O)c3ccco3)C2c2cccc([N+](=O)[O-])c2)nc1C (stereo unspecified)	?	i	1.6%	0.3	i	-3.2%	-3.6%	-20.7%	-16.5%
Cc1nn(Cc2ccccc2Cl)c(C)c1C(=O)N(C)CC(=O)Nc1cccc(F)c1	-1.0%	i	-0.1%	1.1	·	-0.4%	-1.9%	-19.0%	-28.6%
COc1ccccc1N1Cc2ccc(OC)c(OC)c2C1=O	-3.0%	i	3.5%	-1.2	i	1.8%	3.6%	8.4%	3.2%
COCC(C)NC(=O)Cc1ccc(Cl)cc1 (stereo unspecified)	-0.9%	i	-0.2%	-1.7	i	-1.2%	1.9%	0.9%	1.7%
Cc1scc(C(=O)NCc2ccco2)c1-c1ccccc1	-18.4%	·	21.9%	-2.6	i	-2.5%	-3.5%	·	15.7%
OCCC1CN(Cc2cccn2-c2ncccn2)CCN1Cc1ccccc1 (stereo unspecified)	1.9%	i	0.8%	-6.5	i	2.5%	-1.1%	4.5%	0.7%
COc1ccc([C@H]2C[C@H](n3cc(C4CC4)nn3)[C@@H](O)CN2CC2CCCCC2)cc1	·	i	-3.2%	0.4	?	·	-113.8%	·	?
CCC(C)NC(=O)CN(c1cc(Cl)ccc1OC)S(C)(=O)=O (stereo unspecified)	-3.8%	i	-0.2%	1.6	i	3.0%	2.9%	11.2%	?
Cc1cn([C@H]2C[C@H](O)[C@@H](/C=C/C(=O)NCc3ccco3)O2)c(=O)[nH]c1=O	·	i	0.5%	2.5	i	·	2.5%	·	-4.7%
CCOC(=O)CNC(=O)CSc1nnc(Cn2c(=O)sc3ccccc32)n1-c1ccccc1C	8.7%	i	-0.5%	-0.7	i	-2.4%	-28.6%	·	?
COc1cc2ccccc2nn1	?	i	0.0%	-2.8	·	-4.2%	-0.3%	3.6%	11.2%
COC(=O)c1ccc(C2C(C(=O)c3ccco3)=C(O)C(=O)N2c2cc(C)on2)cc1 (stereo unspecified)	-16.1%	i	0.2%	-0.5	i	-3.2%	10.5%	7.3%	1.1%
CCOC(=O)C1=C(C)N=C2SC(C)C(=O)N2C1c1ccc(C(=O)OC)cc1 (stereo unspecified)	-0.5%	i	-0.5%	-2.1	i	0.1%	-7.9%	-11.7%	-2.9%
CCc1nnc(NC(=O)C2CCCN(c3nc(C)cc(C)n3)C2)s1 (stereo unspecified)	11.0%	·	0.4%	-3.6	i	0.1%	-7.9%	·	12.3%
Cc1ccc(C2CC(=O)N(Cc3ccccc3F)c3c2c(C)nn3-c2nc(C)cc(C)n2)cc1 (stereo unspecified)	-5.4%	·	-0.1%	·	?	·	-32.3%	-0.7%	-11.6%
CCOC(=O)c1cccc(NC(=O)CSc2nnc(-c3ccoc3C)n2CCOC)c1	-4.3%	i	-0.1%	1.9	i	-0.3%	-9.1%	-16.8%	7.0%
O=C(O)c1cc(=O)c2cc(Cl)ccc2o1	2.9%	i	-0.6%	-1.1	i	·	0.8%	·	3.5%
CCN(CC(=O)Nc1ccccc1C(F)(F)F)C(=O)CCS(=O)(=O)c1ccc(C)cc1	-1.8%	i	0.1%	-2.0	i	-1.6%	32.7%	-8.4%	7.6%
CC(=O)NC12CC3CC(C1)CC(C(=O)Nc1nc4ccc(S(C)(=O)=O)cc4s1)(C3)C2	-5.4%	i	0.0%	1.1	i	1.1%	-13.3%	-3.7%	3.9%
COc1cccc(N2CC(C(=O)Nc3ccc(C(=O)OC(C)C)cc3)CC2=O)c1 (stereo unspecified)	-3.7%	i	7.3%	0.7	i	2.8%	-11.6%	-27.2%	16.2%
CC1CC(C)CN(c2cc(N(C)CCO)c([N+](=O)[O-])c3nonc23)C1 (stereo unspecified)	-24.5%	i	0.0%	-5.2	?	-8.7%	-25.9%	-7.5%	8.1%

Screening results (PubChem BioAssay)
